# ATG4B inh: blocks human ATG4B protease cleavage of LC3 substrate; Q9Y4P1; AID 504462; ATG4B cleavage of LC3-PLA2, NBD-HPC fluorescence, 1 h; inhibition, % at 8.33 µM; 0.51% of 340,000 active; in the data active = inhibition above about 40%
# Target sequence (Q9Y4P1 whole entry, looked up): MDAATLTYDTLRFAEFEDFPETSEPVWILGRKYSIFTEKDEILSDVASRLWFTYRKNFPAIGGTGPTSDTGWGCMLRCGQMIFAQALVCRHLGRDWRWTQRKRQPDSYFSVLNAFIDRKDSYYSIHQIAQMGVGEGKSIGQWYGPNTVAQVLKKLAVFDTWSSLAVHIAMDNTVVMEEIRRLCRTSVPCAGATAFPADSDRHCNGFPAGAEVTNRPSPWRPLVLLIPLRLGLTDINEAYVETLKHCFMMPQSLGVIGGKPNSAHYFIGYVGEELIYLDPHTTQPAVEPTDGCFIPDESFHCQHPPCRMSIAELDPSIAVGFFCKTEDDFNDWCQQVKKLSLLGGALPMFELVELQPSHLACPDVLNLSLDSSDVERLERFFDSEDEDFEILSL
# SENP6 inh: SENP6 protease inhibition. 1.8% of 330,000 active. inhibition, % at 10 µM. Recombinant SENP6 catalytic domain, aminoluciferin luminescence;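 active = inhibition above about 50% at the single tested dose, limit read from the data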;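 note: plate controls were DMSO wells with enzyme for no effect and DMSO wells lacking enzyme for full effect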
# Target sequence (Q9GZR1 628-1112 limits assumed): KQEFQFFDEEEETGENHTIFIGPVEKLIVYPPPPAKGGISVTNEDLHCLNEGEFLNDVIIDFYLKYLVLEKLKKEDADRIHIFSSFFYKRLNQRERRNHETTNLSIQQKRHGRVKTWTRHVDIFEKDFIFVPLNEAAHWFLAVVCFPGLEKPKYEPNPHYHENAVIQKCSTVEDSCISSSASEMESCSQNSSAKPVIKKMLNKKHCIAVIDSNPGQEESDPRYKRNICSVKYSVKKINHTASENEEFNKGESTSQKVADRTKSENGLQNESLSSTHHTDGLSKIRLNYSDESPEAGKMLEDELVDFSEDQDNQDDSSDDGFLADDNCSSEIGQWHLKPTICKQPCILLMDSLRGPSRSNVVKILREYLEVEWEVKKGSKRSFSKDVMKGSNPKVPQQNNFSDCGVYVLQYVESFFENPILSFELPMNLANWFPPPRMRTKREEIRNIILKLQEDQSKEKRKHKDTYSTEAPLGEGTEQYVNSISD
# PfGluPho inh: PfG6PD (Plasmodium falciparum) enzyme inhibition; PfGluPho enzyme, NADPH resazurin-diaphorase fluorescence; inhibition, % at 20 µM; 0.78% of 350,000 active;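 active = inhibition reaching at least a set limit at 20 µM in the primary screen, cut at about 59% in these data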;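 note: 0% = DMSO wells with substrate and 100% = DMSO wells lacking glucose-6-phosphate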
# hIAP act: human IAP activation | purified human IAP, CDP-Star luminescence, 30 min; hits give high values; 1 = vehicle-only enzyme, 0 = enzyme-free background | activation factor at 10 µM | 0.16% of 330,000 active;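 active = activation factor of the enzyme at least 2-fold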; note: the source names both 10 and 20 µM as test concentration; values of inactives mirror those of a sister screen read the other way
# SENP8 inh: inhibitors of human SENP8 protease | 0.64% of 360,000 active | Q96LD8 | inhibition, % at 20 µM | recombinant SENP8, Nedd8 substrate fluorescence | AID 602440; in the data active = inhibition mostly above about 40%, no sharp cut-off; inactive = mostly below about 27%
# MPTP block: blocks calcium-induced mitochondrial swelling | isolated mouse mitochondria, Ca2+ swelling absorbance, 30 min | inhibition, % at 10 µM | 1.4% of 360,000 active | AID 602449;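 active = inhibition of 50% or more, scaled per plate between neutral and stimulator controls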;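 note: 0% = DMSO wells given calcium and 100% = 1 mM EGTA wells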
# SENP1 inh: inhibitors of human SENP1 SUMO protease catalytic domain; Q9P0U3; recombinant SENP1 catalytic domain, CyPet-SUMO1-YPet FRET cleavage; inhibition, % at 10 µM; 0.21% of 360,000 active; AID 624204;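 active = inhibition at least 30% at 10 µM, raw YFP signal under a set limit, fluorescence ratio 0.5 to 1.5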;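 note: 0% = enzyme with DMSO and 100% = no enzyme wells; some results filed as inactive read as strong as hits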
# Target sequence (Q9P0U3 419-644 limits assumed): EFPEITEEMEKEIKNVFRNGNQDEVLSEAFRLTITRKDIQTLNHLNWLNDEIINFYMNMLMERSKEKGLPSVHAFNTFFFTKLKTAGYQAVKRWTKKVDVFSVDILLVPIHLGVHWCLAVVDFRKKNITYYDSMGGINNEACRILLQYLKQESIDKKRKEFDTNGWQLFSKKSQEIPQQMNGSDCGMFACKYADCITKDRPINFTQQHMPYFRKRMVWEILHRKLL
#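 Compound: 10 µM single point, 0.5% DMSO; Test system: hSENP1 catalytic domain, recombinant; Timing: 50 min reaction at room temperature; Technique: FRET, CFP and YFP emission; Control set: no-enzyme wells low, DMSO-plus-enzyme wells high control.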
# GRIN3A LBD mod: modulates the human NR3A ligand-binding domain; NR3A LBD differential scanning fluorimetry, Tm shift; 0% = protein alone, 100% = glycine-bound protein; Tm shift relative to glycine control, % at 25 µM; 2.5% of 340,000 active;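 active = melting temperature shift of at least 10% of the positive control shift, at one fixed dose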
# * hit, by the source's call; x = not tested or not shown.
SMILES,ATG4B inh,SENP6 inh,PfGluPho inh,hIAP act,SENP8 inh,MPTP block,SENP1 inh,GRIN3A LBD mod
COc1ccc(-c2n[nH]c3c2CN(C(=O)c2ccc(F)cc2)CC3)cc1,-1.0,-10.3,-6.2,1.33,10.7,1.2,-0.5,-1.4
C=CCn1c(=O)c2c(nc3n2CC(C)CN3Cc2ccccc2)n(C)c1=O (stereo not drawn),-2.1,0.6,0.6,0.97,16.2,-0.4,0.4,-0.7
CCN(C(=O)COC(=O)c1ccc(OCc2c(C)noc2C)cc1)c1ccccc1,-4.2,-27.5,-16.6,1.02,18.2,-0.4,3.0,1.4
O=C(c1ccccc1)c1coc2ccc(O)c(Cl)c12,4.2,25.9,1.4,0.914,11.9,0.4,1.3,1.1
Cc1ccc(CN(C)C(=O)c2ccccc2Sc2ccccc2C#N)cc1,-11.8,-4.1,14.6,1.16,10.5,-0.5,-0.2,-27.4
COc1ccc(C(=O)c2ccc(CC#N)s2)cc1,-1.8,1.8,6.3,1.07,0.5,-0.1,1.5,-1.5
Cc1ccc(-c2nc(C#N)c(NCCc3ccccn3)o2)cc1,-12.0,12.0,5.4,1.02,-413.7,2.2,2.2,-0.2
COC(=O)C[C@H]1C[C@H]2c3cc(NS(=O)(=O)c4cccc(OC)c4)ccc3O[C@H]2[C@@H](CO)O1,x,x,6.2,x,16.2,-0.2,-0.8,x
O=C(Nc1ccc(C(F)(F)F)cc1)C1=NN(C2CCS(=O)(=O)C2)C(=O)CC1 (stereo not drawn),-5.4,-5.9,5.8,0.952,15.8,-0.2,-0.5,-1.6
O=C(CSc1nnc(CNC(=O)c2cccs2)o1)NC1CCCC1,-1.8,-16.5,-3.1,1.09,28.2,-0.6,-0.6,0.8
CC(=O)c1cccc(N2C(=O)C3C4CCC(C4=C(C)C)C3C2=O)c1 (stereo not drawn),1.0,3.4,-8.4,1.14,22.7,-1.0,2.0,-0.5
Cc1cc(C)cc(NC(=O)CN(C)S(=O)(=O)c2cnc[nH]2)c1,7.5,-0.2,-21.4,0.987,42.3*,-2.5,-1.0,0.7
COc1ccc(C(=O)N/N=C/c2c(C)nn(-c3ccccc3)c2OC)cc1,-2.5,-5.7,-1.8,1.22,-2.5,2.1,-6.4,-21.0
O=C(C[C@H]1C/C=C/CC[C@H](Cc2ccc(F)cc2)C(=O)O[C@H](c2ccccc2)CNC1=O)NCCO,x,-25.6,13.1,0.76,-0.6,-1.3,0.6,2.6
CCOCCCn1c(SCC(=O)NC2CCCC2)nc2ccccc2c1=O,4.0,-14.3,-16.4,1.36,12.8,3.1,0.9,-4.7
COc1ccc(S(=O)(=O)N2CCOCC2)cc1C(C)C,-5.5,-1.6,11.7,0.869,-6.4,1.3,2.0,3.0
O=P(O)(OCc1ccccc1)OCc1ccccc1,1.3,-4.4,-2.2,0.99,4.8,1.7,-0.2,1.6
C=CCN(CC=C)CC(O)CN(c1cc([N+](=O)[O-])ccc1OC)S(=O)(=O)c1ccccc1 (stereo not drawn),-7.5,-11.1,0.9,0.929,7.2,0.8,-1.2,-3.8
c1ccc(-c2cnn3c(-c4ccccc4)c(-c4ccccc4)nc3n2)cc1,-26.6,x,5.2,x,-20.6,-1.3,-25.9,8.7
COCCCNC(=O)C1CCC(CNS(=O)(=O)c2ccc(OC)cc2)CC1 (stereo not drawn),4.5,-1.5,-3.6,0.963,13.3,0.7,-0.7,0.8
CCCCCCC(=O)N(O)C1CC(=O)N(c2ccc(Br)cc2)C1=O (stereo not drawn),4.5,1.9,6.8,1.09,8.4,2.3,-3.0,-4.6
O=C(NNc1ccc([N+](=O)[O-])cc1[N+](=O)[O-])C1C2CCCCC21 (stereo not drawn),6.4,-13.3,-4.4,0.91,11.8,4.3,3.2,0.4
O=C(CCC(=O)c1ccc(Br)cc1)Nc1cccnc1,2.9,1.9,-9.8,1.05,4.5,-1.2,-1.1,-1.1
O=c1[nH]c(SCc2n[nH]c(=S)n2-c2ccccc2)nc2ccccc12,5.4,-10.4,26.2,0.902,3.5,-2.8,0.2,-0.4
COC(=O)c1cccc(C23CC4(C2)[C@H](CN(Cc2ccc(C(F)(F)F)cc2)[C@@H]4c2ccccc2)C3c2ccc(C(F)(F)F)cc2)c1 (stereo partly drawn),-3.6,-7.5,12.4,0.972,x,x,x,-17.6
COc1cc(/C=N/Nc2nc(C)cc(=O)[nH]2)ccc1OC(=O)c1cccnc1,4.5,9.2,-4.4,1.09,-23.7,-1.2,1.7,-1.5
COc1cc(/C=C2/C(=O)NN(c3cccc(Cl)c3)C2=O)cc(Br)c1O,9.7,26.4,2.4,0.757,29.6,4.1,8.1,5.2
CC(=O)Nc1ccc(C(=O)CSc2nnnn2C)cc1,-0.3,-9.7,-9.2,0.912,22.4,2.4,-1.1,-1.1
CCC(C)(C)n1nnnc1C(c1ccc(C)cc1)N1CCN(Cc2ccc3c(c2)OCO3)CC1 (stereo not drawn),-7.4,-14.8,8.0,1.04,11.8,0.9,1.2,1.9
COc1ccc(OC)c(NC(=O)CSc2ncnc3sc(C)cc23)c1,14.6,x,-18.5,x,-53.2,0.9,-18.6,-4.0
O=C(CCCCCNC(=O)N1CCn2c1nc1ccccc12)NCCc1ccccc1,-4.3,0.6,-7.6,1.23,3.8,-0.2,-1.0,0.7
COc1ccccc1N1CCN(C(=O)c2cccc(NC3=NC4CS(=O)(=O)CC4S3)c2)CC1 (stereo not drawn),1.8,-6.2,-19.5,0.948,19.0,-1.0,0.6,-1.2
C=CCn1c(C2CCCCC2)n[nH]c1=S,3.5,6.5,13.2,1.17,14.5,0.1,1.0,0.8
COc1ccc2[nH]c3c(c2c1)CCNC3=O,-5.6,-12.5,10.4,0.778,-451.1,0.8,-1.9,2.9
COC(=O)c1cc(S(=O)(=O)C(C)C)c(S(C)=O)s1 (stereo not drawn),1.2,-2.2,-2.8,1.15,11.5,0.3,-0.6,-1.7
COc1cccc(NC(=O)COC(=O)c2ccccc2C(=O)N(C)c2ccccc2)c1,-18.9,8.6,-9.1,0.937,-4.8,0.2,-0.7,-0.3
CC(=O)N1CCC(N(CCN2CCOCC2)C(=S)Nc2cccc(C)c2)CC1,-2.5,-2.8,17.5,0.947,14.7,0.2,0.9,-1.0
CCOc1ccc(S(=O)(=O)N(C(=O)c2ccco2)c2cc3sc(=O)oc3c3ccccc23)cc1,-5.5,-1.5,57.8,1.07,25.4,1.8,4.7,0.6
O=[N+]([O-])c1ccc(-c2nc(NCC3CCCO3)c3ccccc3n2)cc1 (stereo not drawn),1.1,-8.5,12.6,0.984,-0.1,4.9,1.4,0.8
O=c1c2ccccc2nc(SCc2ccccc2)n1Cc1ccco1,34.2,3.1,-8.4,1.09,10.4,1.2,-0.5,0.0
COc1ccc(Br)cc1S(=O)(=O)Nc1ccc(Cl)cn1,3.9,3.3,-7.1,1.19,-10.7,0.7,2.7,1.4
O=c1c(/C=N/O)coc2ccc(Cl)cc12,6.4,-10.3,-14.0,0.459,-77.1,1.8,-6.0,0.0
CCN=C1SC(CC(=O)Nc2ccc3c(c2)OCO3)C(=O)N1CC (stereo not drawn),-5.3,-4.7,-9.4,0.855,-3.0,0.9,-22.3,1.8
C/C(=C(\C#N)C(=O)NC1CCCCC1)N(C)C,11.2,-2.3,-7.7,1.16,14.4,-2.7,1.5,-1.8
COc1cc2c(cc1OC)CN(C(=O)c1ccc([N+](=O)[O-])o1)CC2,-11.9,13.8,11.4,0.987,8.3,1.3,-7.8,1.2
COc1cc(SC)ccc1C(=O)NCCCOC(C)C,-7.3,-17.7,-1.1,0.915,14.3,0.0,0.0,-15.4
COc1cccc2c1CCc1c-2nc2ccccc2c1C(=O)O,1.7,-3.5,52.7,0.939,-37.5,-0.9,-26.2,2.1
COCCN(CCOC)Cc1c(O)ccc2c1O/C(=C\c1ccco1)C2=O,-2.6,-4.5,25.0,0.874,-72.9,0.7,-22.8,-0.6
CC1(C)CC(=O)C(CC2CCCCC2=O)C(=O)C1 (stereo not drawn),-1.3,-16.8,-14.3,0.905,2.5,2.7,-0.2,1.5
Cc1cccc(C)c1OCc1cc(C(=O)N2CCN(Cc3nccn3C)CC2)no1,1.9,0.2,-7.1,1.1,4.7,-0.9,-1.0,0.8
COc1ccc(CNCCC(c2ccc(OC(C)C)cc2)c2ccccc2OC)cc1 (stereo not drawn),-3.6,-33.8,-1.2,0.862,-16.9,7.3,0.1,-2.7
COCCN(C(=O)COC(=O)Cc1ccc(Cl)cc1)c1c(N)n(Cc2ccccc2)c(=O)[nH]c1=O,x,x,-9.2,x,19.8,-0.3,2.3,x
Cc1cc(=O)n(C(NC(=O)c2ccccc2)C(=O)c2ccccc2)cn1 (stereo not drawn),-1.1,-13.1,-5.0,1.01,-2.3,0.9,3.8,1.5
CCn1c(SCC(=O)Nc2cc(C)ccc2C)nnc1-c1cnccn1,0.5,3.6,12.9,1.13,27.3,-1.5,0.0,-0.6
O=C(CN1C(=O)c2ccccc2S1(=O)=O)c1ccccc1F,8.6,20.9,-11.8,0.964,15.4,0.8,2.6,0.1
O=S(=O)(Nc1cc(S(=O)(=O)N2CCOCC2)ccc1Cl)c1ccccc1,-3.8,-12.9,-23.4,1.05,5.7,-1.1,3.1,0.4
COc1ccc(C(=O)O/N=C(\N)c2ccc(Cl)cc2)cc1,-6.8,57.8*,8.2,0.99,17.9,-0.9,3.8,20.5*
CC1CCC/C(=N\Nc2ccc(Cl)c(C(=O)O)c2)C1 (stereo not drawn),0.4,-12.5,-4.6,1.05,-15.6,0.0,-9.4,2.8
CCc1noc(C)c1C(=O)N1CCN(S(=O)(=O)c2ccc(C)cc2)CC1,3.9,10.0,-0.8,0.959,21.6,0.0,-0.2,x
O=C(N/C(=C\c1ccccc1)C(=O)N1CCN(CCO)CC1)c1ccccc1,-6.8,-7.4,-22.5,0.841,14.5,0.7,0.1,-1.3

# Six of the compounds above, bar-delimited.
molecule | ATG4B inh | SENP6 inh | PfGluPho inh | hIAP act | SENP8 inh | MPTP block | SENP1 inh | GRIN3A LBD mod
Cc1cc(=O)n(C(NC(=O)c2ccccc2)C(=O)c2ccccc2)cn1 (stereo not drawn) | -1.1 | -13.1 | -5.0 | 1.01 | -2.3 | 0.9 | 3.8 | 1.5
CCn1c(SCC(=O)Nc2cc(C)ccc2C)nnc1-c1cnccn1 | 0.5 | 3.6 | 12.9 | 1.13 | 27.3 | -1.5 | 0.0 | -0.6
O=C(CN1C(=O)c2ccccc2S1(=O)=O)c1ccccc1F | 8.6 | 20.9 | -11.8 | 0.964 | 15.4 | 0.8 | 2.6 | 0.1
O=S(=O)(Nc1cc(S(=O)(=O)N2CCOCC2)ccc1Cl)c1ccccc1 | -3.8 | -12.9 | -23.4 | 1.05 | 5.7 | -1.1 | 3.1 | 0.4
COc1ccc(C(=O)O/N=C(\N)c2ccc(Cl)cc2)cc1 | -6.8 | 57.8* | 8.2 | 0.99 | 17.9 | -0.9 | 3.8 | 20.5*
CC1CCC/C(=N\Nc2ccc(Cl)c(C(=O)O)c2)C1 (stereo not drawn) | 0.4 | -12.5 | -4.6 | 1.05 | -15.6 | 0.0 | -9.4 | 2.8

# Next part.
SMILES,ATG4B inh,SENP6 inh,PfGluPho inh,hIAP act,SENP8 inh,MPTP block,SENP1 inh,GRIN3A LBD mod
CN1CCN(NC(=O)c2cn(-c3ccccc3)nc2-c2cccs2)CC1,-6.2,-15.1,12.8,1.05,4.1,0.9,0.4,-2.2
CCS(=O)(=O)c1nc2ccccc2n1Cc1ccccc1Cl,0.5,1.7,13.3,0.922,6.9,-0.5,-0.8,2.2
Cc1ccc(OCCN(C)C(=O)C2CCC(=O)N(CC3CCCCC3)C2)cc1 (stereo not drawn),20.0,-15.6,9.9,1.02,13.6,-2.1,-0.2,0.7
COc1ccc(NC(=O)CCC(=O)N/N=C/c2cccnc2)cc1,-2.2,12.7,-9.7,1.09,22.7,0.1,1.4,-0.1
COc1ccccc1N1CCN(S(=O)(=O)c2cc(C)sc2C)CC1,-4.4,-6.4,13.7,1.02,14.0,-2.5,2.5,0.2
N/C(=N\c1nc2ccccc2o1)NC(=O)c1ccc([N+](=O)[O-])cc1,-0.5,-4.3,-18.0,0.905,10.6,3.9,0.1,-18.8

# Compound activity: PubChem BioAssay, Sanford-Burnham Center for Chemical Genomics
